Source: PubChem
SKN-1 inh: suppressors of acrylamide-induced Pgst-4::GFP reporter in worms, primary screen, SKN-1 inhibitor project, whole organism, uHTS, GFP/RFP fluorescence ratio, strain VP596 | C. elegans VP596 Pgst-4::GFP/RFP ratio, 24 h | actives 0.49% (n = 360,000) | inhibition, % at 21.8 µM;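 active means interference check ratio from 0.5 to 1.5 plus GFP to RFP signal ratio inhibition reaching or exceeding a fixed threshold, cut at about 30% in these data, passing the limit was not always enough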; further: some compounds called inactive have numbers as strong as hits
Neddylation inh: inhibitors of cullin neddylation, primary screen, biochemical, TR-FRET, uHTS, NAE and Ubc12; NEDD8-conjugating enzyme Ubc12 (Homo sapiens) + NEDD8-activating enzyme E1 regulatory …; calls only at 25 µM; actives 0.58% (n = 360,000); AID 651699, 2012; in the data active means inhibition above about 36%
Target sequence (P61081 whole entry, looked up): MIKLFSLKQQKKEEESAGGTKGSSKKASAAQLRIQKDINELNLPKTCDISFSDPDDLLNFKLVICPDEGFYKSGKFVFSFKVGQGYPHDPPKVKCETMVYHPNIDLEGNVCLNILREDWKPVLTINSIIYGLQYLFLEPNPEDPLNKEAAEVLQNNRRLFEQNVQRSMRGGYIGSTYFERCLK
Target sequence (Q13564 whole entry, looked up): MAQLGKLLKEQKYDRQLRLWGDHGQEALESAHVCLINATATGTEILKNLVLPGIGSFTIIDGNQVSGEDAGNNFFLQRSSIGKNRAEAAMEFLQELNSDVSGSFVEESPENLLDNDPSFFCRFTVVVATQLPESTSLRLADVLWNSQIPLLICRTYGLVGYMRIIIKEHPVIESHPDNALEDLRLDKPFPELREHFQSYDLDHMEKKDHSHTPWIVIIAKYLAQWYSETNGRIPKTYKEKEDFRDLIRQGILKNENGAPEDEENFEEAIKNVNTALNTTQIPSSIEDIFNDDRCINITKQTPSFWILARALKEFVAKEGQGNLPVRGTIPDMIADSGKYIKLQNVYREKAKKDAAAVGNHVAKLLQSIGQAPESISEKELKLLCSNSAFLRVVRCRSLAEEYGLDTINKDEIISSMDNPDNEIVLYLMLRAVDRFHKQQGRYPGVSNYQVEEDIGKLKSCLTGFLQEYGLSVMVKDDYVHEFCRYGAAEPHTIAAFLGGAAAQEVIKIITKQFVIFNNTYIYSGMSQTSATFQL
SUMO1 PPI mod: modulators of SUMO1 protein-protein interactions, primary screen, biochemical, uHTS | inhibition, % at 20 µM | SUMO1 binding to a labelled peptide, TR-FRET, 1 h | AID 602429, 2012 | actives 0.33% (n = 360,000) | Small ubiquitin-related modifier 1 (Homo sapiens), P63165; in the data active means inhibition above about 37%
Target sequence (P63165 whole entry, looked up): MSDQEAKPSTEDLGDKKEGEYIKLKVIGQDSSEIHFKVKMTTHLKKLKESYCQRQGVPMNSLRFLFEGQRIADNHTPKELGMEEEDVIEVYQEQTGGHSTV
STEP inh: STEP phosphatase inhibitors, primary screen, biochemical, fluorescence intensity, uHTS | Tyrosine-protein phosphatase non-receptor type 5 (Homo sapiens), P54829 | recombinant STEP, OMFP fluorogenic substrate | inhibition, % at 20 µM | actives 0.25% (n = 360,000) | AID 588621, 2011;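 active means inhibition at 20 µM, scaled per plate between control wells, above about 37%, limit read from the data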;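 further: 0% = DMSO with enzyme and substrate and 100% = substrate only without enzyme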
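material = STEP tyrosine phosphatase | reagent = fluorogenic phosphatase substrate OMFP at 25 µM final | doses = single compound dose of 20 µM, 1% DMSO final | schedule = 20 min reaction, room temperature, in the dark | measured by = fluorescence, 480/540 nm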
CendR NRP1 mod: modulators of CendR peptide binding to NRP-1, primary screen, biochemical, fluorescence polarization, uHTS; Neuropilin-1 (Homo sapiens), O14786; FAM-RPARPAR peptide binding to NRP-1; inhibition, % at 25 µM; actives 0.85% (n = 360,000); AID 602438, 2012;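 active means inhibition or corrected inhibition above about 18%, plus a signal ratio from 0.5 to 1.5, limit read from the data, passing the limit was not always enough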; further: strong numbers were not always called active
DNMT1 inh: human DNMT1 methyltransferase inhibitors, primary screen, biochemical, molecular beacon, fluorescence, HinP1I cleavage, uHTS; actives 0.83% (n = 360,000); AID 588458, 2011; inhibition (reported as % activation of signal), % at 10 µM; DNA (cytosine-5)-methyltransferase 1 (Homo sapiens), P26358; in the data active means inhibition above about 50%
LMPTP inh: LMPTP phosphatase inhibitors, primary screen, biochemical, fluorescence intensity, uHTS; inhibition, % at 20 µM; Low molecular weight phosphotyrosine protein phosphatase (Homo sapiens), P24666; actives 0.22% (n = 360,000); recombinant LMPTP-A, OMFP fluorogenic substrate; AID 651560, 2012;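 active means compounds that cut the enzyme signal by at least half of the control window in the single-dose screen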;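 further: plate controls were DMSO wells with enzyme plus substrate for no effect and substrate without enzyme for full effect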
Target sequence (P24666 whole entry, looked up): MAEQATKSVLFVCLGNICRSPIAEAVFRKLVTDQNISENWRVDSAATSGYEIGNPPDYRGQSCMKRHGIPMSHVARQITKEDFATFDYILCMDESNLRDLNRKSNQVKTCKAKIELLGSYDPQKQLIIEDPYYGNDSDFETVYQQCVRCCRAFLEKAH
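Test system: LMPTP-A phosphatase enzyme; input: 0.625 nM LMPTP-A final; reagent: OMFP substrate, 400 µM final; compound dosing: 20 µM single dose, 3% DMSO; incubation: 50 min dark incubation at room temperature; measured by: endpoint fluorescence intensity from OMFP dephosphorylation; measure: % inhibition relative to no-enzyme and uninhibited control wells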
NadD inh: inhibitors of S. aureus NadD, primary screen, biochemical, colorimetric, uHTS; Nicotinate-nucleotide adenylyltransferase NadD (Staphylococcus aureus N315); purified NadD enzyme, colorimetric absorbance read-out; actives 0.78% (n = 360,000); inhibition, % at 20 µM; in the data active means inhibition above about 26%; further: some compounds past the cut are filed as inactive
Scp1 inh: Scp-1 phosphatase inhibitors, primary screen, biochemical, colorimetric, uHTS. Carboxy-terminal domain RNA polymerase II polypeptide A small phosphatase 1 (Homo …. Recombinant Scp1, phosphopeptide, malachite green phosphate absorbance. inhibition, % at 20 µM. actives 0.88% (n = 340,000). AID 493091, 2011;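 active means inhibition above about 50% at 20 µM, limit read from the data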;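 further: plate controls were DMSO wells with enzyme for no effect and wells lacking enzyme for full effect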
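Assay system: SCP-1 catalytic fragment, aa 76-261 | Buffer or medium: Tris acetate buffer pH 5.5 with MgCl2 and Tween-20 | Compound: One concentration, 20 µM, with 1.0% DMSO | Also added: Phospho 17-mer peptide substrate | Signal: Absorbance at 630 nm | Incubation: 45 min enzyme reaction at room temperature | Measure: % inhibition of SCP-1 phosphate liberation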
TbMetRS inhib: T. brucei MetRS inhibitors, primary screen, biochemical, luminescence; purified T. brucei MetRS, ATP depletion, Kinase-Glo luminescence; inhibition, % at 11.9 µM; actives 0.4% (n = 360,000); methionyl-tRNA synthetase (Trypanosoma brucei brucei);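 active means inhibition above a per-plate cutoff of the control wells' mean inhibition plus 3 SD, cut at about 5.5% in these data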;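 further: 0% = DMSO wells median and 100% = median of wells with control inhibitor compound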
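Dosing: 11.9 µM single point; system: parasite MetRS enzyme; technique: luminescence of leftover ATP; times: 15 min enzyme-compound preincubation, 2 h reaction, 10 min detection, 25 °C; replicates: each compound tested once; read-out basis: percent inhibition relative to median high and low control wells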
The depositor's hits bear a star; i = inactive; x = not tested or not shown. Hits appear at their usual frequency. About 4.6% of those tested had a hit in this group.

SMILES	SKN-1 inh	Neddylation inh	SUMO1 PPI mod	STEP inh	CendR NRP1 mod	DNMT1 inh	LMPTP inh	NadD inh	Scp1 inh	TbMetRS inhib
CN(C)S(=O)(=O)c1ccc(N2CCCC2)c(C(=O)NCC2COc3ccccc3O2)c1 (stereo unspecified)	28	i	0	-2	5	0	-0.1	5	-1	-0.2
CC(C)C[C@@H](CO)N(Cc1ccccc1)S(=O)(=O)N(Cc1ccccc1)[C@@H](CO)CC(C)C	7	i	3	1	5	-20	2.8	-17	-5	0.3
CCn1c(CC(=O)Nc2ccccc2C)nnc1SCC(=O)Nc1nncs1	-16	i	1	-1	4	0	-1.9	-3	-3	-0.9
O=C(c1ccc2snnc2c1)N1CCN(c2ccccc2)CC1	-10	i	1	2	8	0	-0.9	0	2	-1.0
COC(=O)Nc1ncc(CN2CCCCC2)s1	3	i	-1	-1	6	5	-2.2	2	-2	-0.8
CCCCCNC(=O)C(c1ccnc2ccccc12)n1c(=O)c(-c2ccccc2)nc2ccccc21 (stereo unspecified)	8	i	-4	x	7	x	1.9	x	x	-0.4
O=C1NCCN1C(=O)C12CC3CC(CC(C3)C1)C2	6	i	-4	1	5	-1	0.0	-15	3	-0.8
O=C(N/C(=C/c1ccccc1Cl)C(=O)N1CCCC1)c1ccccc1	-5	i	6	-3	-3	7	0.3	-2	4	-1.9
c1ccc(-c2nc(C3CCCCC3)c3sccc3n2)cc1	13	i	3	-2	28*	6	1.9	3	11	-0.2
Cc1nn(C)c2c(=O)c(=O)c2n(C)[nH]1	6	i	1	1	-2	2	-1.1	0	-13	-0.5
COc1cccc(/C=N/NC(=O)CN(C)S(=O)(=O)c2ccccc2)c1OC	5	x	-3	4	1	3	-1.1	-1	-4	-0.4
O=C1CC(N2CCOCC2)C(=O)N1c1ccccc1Cl (stereo unspecified)	10	i	1	-1	4	-1	-0.3	-1	-10	0.1
CCOC(=O)c1c(C)[nH]c(C)c1C(=O)COC(=O)/C=C/c1cccc(C(F)(F)F)c1	11	i	-3	-1	8	-11	4.1	-9	-11	-0.5
CCOC(=O)NN1C(=O)c2ccccc2NC1(C)C	-11	x	2	-1	-5	0	0.2	2	72*	-1.4
CSC1=NCCN1S(=O)(=O)c1ccc(C)cc1	5	i	4	-2	6	0	-0.9	-5	-6	0.0

One compound at a time (already shown). Screens in order: SKN-1 inh | Neddylation inh | SUMO1 PPI mod | STEP inh | CendR NRP1 mod | DNMT1 inh | LMPTP inh | NadD inh | Scp1 inh | TbMetRS inhib
Shown for c1ccc(-c2nc(C3CCCCC3)c3sccc3n2)cc1 : 13 | i | 3 | -2 | 28* | 6 | 1.9 | 3 | 11 | -0.2
Shown for CCOC(=O)NN1C(=O)c2ccccc2NC1(C)C : -11 | x | 2 | -1 | -5 | 0 | 0.2 | 2 | 72* | -1.4
Shown for CCCCCNC(=O)C(c1ccnc2ccccc12)n1c(=O)c(-c2ccccc2)nc2ccccc21 (stereo unspecified) : 8 | i | -4 | x | 7 | x | 1.9 | x | x | -0.4
Shown for CCOC(=O)c1c(C)[nH]c(C)c1C(=O)COC(=O)/C=C/c1cccc(C(F)(F)F)c1 : 11 | i | -3 | -1 | 8 | -11 | 4.1 | -9 | -11 | -0.5

Additional results.
SMILES	SKN-1 inh	Neddylation inh	SUMO1 PPI mod	STEP inh	CendR NRP1 mod	DNMT1 inh	LMPTP inh	NadD inh	Scp1 inh	TbMetRS inhib
CC(=O)Nc1ccc(Oc2nc(-c3cccnc3)nc3sc4c(c23)CCCC4)cc1	4	i	-17	3	1	2	1.1	-1	-2	-0.5
O=C(NC1CCCCC1)c1cccc2c1C(=O)c1ccc(N3CCC(Cc4ccccc4)CC3)cc1S2(=O)=O	-3	i	-34	-6	13	5	3.0	25	-8	-0.3
CCc1nn2c(=O)cc(COc3cccc(NC(=O)c4ccco4)c3)nc2s1	7	i	12	6	-11	12	4.6	1	37	-0.4
CCc1nonc1NC(=O)c1oc2cc(C)c(Cl)cc2c1C	-7	i	-2	-1	4	7	-1.9	11	5	0.1
CC(C)C1C(=O)N(Cc2cn(CCC3OCCO3)nn2)CCS(=O)(=O)N1Cc1ccc(-c2ccc(F)cc2Cl)cc1 (stereo unspecified)	-2	i	7	-1	10	-21	3.2	-10	x	0.1
CCC(=O)N=c1sc2c(OC)ccc(OC)c2n1C	7	i	6	2	4	1	5.6	7	-16	0.0
Cc1cccc(N2CC(C(=O)Nc3ccc(N4CCOCC4)cc3)CC2=O)c1C (stereo unspecified)	6	i	-25	-3	-4	1	0.7	1	3	0.0
CCCC1CC(C)(C(=O)CSc2n[nH]c(-c3ccccc3)n2)OC1=O (stereo unspecified)	18	i	0	2	1	-4	-0.5	-8	-4	0.8
O=C1NC(c2cccc([N+](=O)[O-])c2)=CCN1c1ccccc1O	15	i	-23	-1	-2	1	0.6	5	-6	-0.5
CCOC(=O)C1=C(C)NC(SC)=NC1c1ccc(OC)cc1 (stereo unspecified)	3	i	-1	-1	0	4	-1.5	19	5	0.8
COC(=O)c1cc(C(=O)OC)cc(-n2c(C)cc(C(=O)CC#N)c2C)c1	18	i	2	-1	-9	-8	-0.4	3	-8	-0.2
COc1cc(/C=N/NC(=O)CCn2cnc(-c3ccccc3)c2-c2ccccc2)ccc1O	3	i	8	1	7	-3	1.4	8	1	-0.8
CC[C@@H](NCCCn1cnc2c(SC)ncnc21)c1ccccc1	-7	i	6	0	1	0	-2.3	-8	x	-0.4
CN1CCN(C(=O)c2ccc(N3CCCC3=O)cc2)CC1	3	i	-2	0	11	4	-3.5	-3	-5	-0.3
CN(C)S(=O)(=O)c1cccc(NC(=O)CSc2nnnn2-c2ccccc2)c1	1	i	4	3	4	0	0.8	-4	-9	-0.1
CCOC(=O)NC1(C(F)(F)F)NC(=O)N(C2CCCCC2)C1=O (stereo unspecified)	9	i	5	-2	-6	0	-0.4	6	-7	-1.4
CCc1ccc(CN(C)C(=O)c2cc(S(=O)(=O)N3CCOCC3)ccc2N2CCCC2)cc1	3	i	1	3	-3	-2	-0.2	-2	-5	-0.1
Cc1cc(Cl)ccc1N(CC(=O)NCc1ccccc1)S(C)(=O)=O	9	i	4	-2	0	0	0.1	2	3	-0.2
COc1ccc(-n2c(=S)[nH]c3[nH]ncc3c2=O)cc1	2	i	-1	-1	-9	0	0.6	1	-7	-0.6
CN1CCN(C(=S)NC(=O)c2ccc(-c3ccccc3)cc2)CC1	-7	i	4	2	4	-4	-1.1	-3	-7	0.3
O=C(CCCn1c(=S)[nH]c2ccsc2c1=O)Nc1ccc2c(c1)OCCO2	-6	i	6	-3	-6	-3	1.4	2	-7	0.2
C=CCn1cc(C(C)=O)c(=O)[nH]c1=O	2	i	1	1	-4	0	-0.3	0	-2	-1.1
Cn1ccc2cc(NC(=O)Nc3cccnc3)ccc21	-11	i	1	1	-3	-19	9.2	5	4	0.9
O=C(COC(=O)c1ccc(Br)cc1)NCc1ccc(F)cc1	4	i	-4	-2	-9	-1	0.8	-7	-19	1.6
CCCC(=O)NCC(c1cccs1)S(=O)(=O)c1ccc(C)cc1 (stereo unspecified)	13	i	2	3	4	3	-0.9	0	-2	-0.3
Cn1c(=O)c2cc(NC(=S)NC3CCCCC3)ccc2n1Cc1ccc(F)cc1	23	x	-5	3	-4	-3	1.1	10	x	-0.2
CCOC(=O)c1ccc([N+](=O)[O-])c(CS(=O)(=O)c2ccc(Cl)cc2)c1	-15	i	-37	1	-4	-2	0.1	-2	-8	-0.5
COc1c(O)cnn(-c2ccccc2)c1=O	-14	i	-3	0	-3	0	-1.1	-1	-11	-0.7
NC(=O)C1CCN(C(=O)c2cc(-c3ccccc3Cl)nc3ccccc23)CC1	8	i	3	-2	9	2	-0.5	0	-3	-0.3
COc1ccc(CCC(=O)Nc2ccc(S(=O)(=O)Nc3ncccn3)cc2)cc1	-7	i	3	-1	-1	3	-0.7	0	-5	-0.3
CCOc1ccc(N(CC(=O)NC2CCCC2)C(=O)c2ccc(C)s2)cc1	9	i	-1	0	4	-2	-0.3	-3	-2	-0.6
Cc1ccc(F)cc1-c1cc(C(=O)NCc2cc(C(F)(F)F)cc(C(F)(F)F)c2)[nH]n1	20	i	1	1	-3	-1	3.5	2	x	-0.3
O=C(O)C1CCC(=O)N(C2CCCCC2)C1c1ccccc1Cl (stereo unspecified)	0	i	2	-1	2	0	-2.3	-5	-3	-0.7
COc1ccc(OC)c(CCNC(=O)CCc2nnc3ccc(N4CCCCC4)nn23)c1	-4	i	-3	-2	6	5	0.0	2	-5	0.6
COc1ccc(CC2(CO)CCN(Cc3cccc(OC)c3OC)CC2)cc1	-6	i	-1	-4	10	0	-1.7	-4	-10	0.2
COc1ccc2c(c1)sc(N)[n+]2Cc1cc(C)cc2cccnc12	1	i	2	3	-17	-2	5.3	0	-14	0.5
O=C(NC1CCCC1)C(c1ccccc1)N(C(=O)c1csnn1)C1CCCC1 (stereo unspecified)	8	i	-3	2	4	5	0.1	-1	-5	-0.4
Cc1cc(C(=O)NC(Cc2ccccc2)C(=O)O)c(C)o1 (stereo unspecified)	-7	i	-5	-1	1	4	-1.2	1	3	-0.8
COc1cc(NC(=O)c2cc(Cl)ccc2Cl)ccc1-c1cc2ccccc2oc1=O	11	i	2	-1	-1	9	0.4	8	-4	0.3
Cn1nccc1C(=O)NC1CCCc2c1cnn2-c1ccccc1F (stereo unspecified)	11	i	2	0	9	-3	0.3	1	-5	0.1
CC1CCCN(CCOCCOc2ccccc2-c2ccccc2)C1 (stereo unspecified)	6	i	-1	0	7	5	-0.7	0	-5	-0.2
Cc1cc(C(F)(F)F)c2sc(N)nc2n1	13	i	15	-2	-11	0	-1.6	1	-6	-1.6
CCN1C(=O)[C@H]2[C@@H](c3ccc(SC4CCCCC4)cc3)N3CCCC[C@@]3(C(=O)OC)[C@H]2C1=O	-11	i	-6	-2	-1	-2	1.3	0	-3	-0.5
